# Screens (PubChem)
# M17LAP inhibition: P. falciparum M17LAP inhibitors, primary screen, biochemical, fluorogenic H-Leu-NHMec substrate, 1536-well (AID 1619); 220,000 compounds, 0.38% hits; inhibition, % at 30 µM; hits with a dose series show IC50 in µM; recombinant M17LAP, H-Leu-NHMec fluorogenic kinetic assay; higher % means a stronger effect;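 active = compound inhibiting the enzyme by more than half at any dose during confirmatory dose-response retesting; inconclusive = strong single-dose inhibitors picked by rank but not retested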;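 note: plate controls were full reaction with DMSO carrier for no effect and no enzyme background for full effect; strong numbers were not always called active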
# XIAP displacement: small molecules displacing peptide from XIAP – biochemical, IAP family, fluorescence polarization (AID 1018). 200,000 compounds, 0.007% hits. displacement, % at 20 µM; hits with a dose series show IC50 in µM. XIAP BIR domain, fluorescence polarization peptide displacement; higher % means a stronger effect; in the data active = displacement above about 50%; note: a part of the inactive calls stands beside numbers as strong as those of hits
# TNAP activators: stimulation of alkaline phosphatase TNAP activity – biochemical, luminescent, no phosphate acceptor, uHTS, primary screen (AID 1001); one-dose activation fold at 20 µM; EC50 in µM for titrated hits; purified TNAP, luminescent activation assay, no phosphate acceptor; higher activation fold means a stronger effect; 200,000 compounds, 0.03% hits; in the data active = activation fold from about 3, or a potency from the dose series; inactive = the rest, 99 in 100 with activation fold below about 1.6; note: many of its hits are not listed in these tables
# Hep lipid drop: modulators of hepatic lipid droplet formation; inhibition, % at 6.5 µM; AML12 mouse hepatocytes, oleate lipid droplets, BODIPY imaging; AID 1656; 240,000 compounds, 0.4% hits;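 active = lipid droplet intensity inhibited by at least 50%, with more than 500 cells counted; inconclusive = wells with under 300 cells, treated as cytotoxic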
#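 Material – mouse AML12 hepatocyte cell line, fixed after treatment · Compound dosing – one dose, 6.5 µM compound · Times – compound with oleate, overnight · Measured by – Image-based BODIPY and DAPI two-channel analysis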
# UTI89 phage lysis: protection from phage-mediated lysis, alamar blue read-out – E. coli UTI89, K1F phage, bacterial capsule biogenesis inhibitors (AID 488966) | E. coli UTI89 K1F phage lysis, alamar blue, 2 h; higher % means a stronger effect | inhibition, % at 100 µM; hits with a dose series show IC50 in µM | 340,000 compounds, 0.02% hits;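 active = phage lysis inhibition, versus mean bacterial control, above a set limit; inconclusive = no clear call, values can overlap the other calls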;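 note: capsule biogenesis inhibitors block K1F phage lysis so surviving cells raise fluorescence; higher fluorescence means more inhibition of phage lysis; actives were called in the ten point dose series up to 300 µM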
# human PMI inhibition: MPI enzyme activity inhibition – biochemical, fluorescence intensity, coupled assay, primary screen (AID 1209); purified PMI enzyme, coupled fluorescence intensity; higher % means a stronger effect; inhibition, % at 20 µM; hits with a dose series show IC50 in µM; 190,000 compounds, 0.42% hits;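 note: plate controls were DMSO vehicle for no effect and wells lacking substrate for full effect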
# P. falciparum M1AAP: P. falciparum M1AAP inhibitors, biochemical, fluorogenic H-Leu-NHMec substrate, 1536-well (AID 1445); inhibition, % at 30 µM, or IC50 in µM where a hit was titrated; 220,000 compounds, 0.42% hits; recombinant M1AAP, H-Leu-NHMec fluorogenic kinetic assay; higher % means a stronger effect;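 active = primary inhibition above the hit cutoff, then over 50% inhibition at one or more dose response concentrations, cut at about 23% in these data, passing the limit was not always enough; inconclusive = conflicting primary data, or primary hits not chosen for dose response; inactive = low primary inhibition, or under 50% at every dose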;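 note: plate controls were DMSO full reaction for no effect and no enzyme background for full effect; strong numbers were not always called active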
# SIAH1 antagonists: blockers of Siah-1 interaction with plectin peptide – biochemical, fluorescence polarization, rhodamine-plectin, uHTS, primary screen (AID 1817). Siah-1 / rhodamine-plectin peptide fluorescence polarization; higher % means a stronger effect. displacement, % at 20 µM; hits with a dose series show IC50 in µM. 290,000 compounds, 0.02% hits;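 active = displacement of at least 50% at 20 µM, with a fluorescence ratio check between 0.3 and a set limit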;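 note: plate controls were Siah plus tracer with DMSO for no effect and tracer alone without Siah for full effect; strong numbers were not always called active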
# PMI inhibition: human PMI inhibitors, high substrate, primary screen, biochemical, fluorescence intensity, high mannose 6-phosphate (AID 1220) | 190,000 compounds, 0.66% hits | recombinant PMI enzyme, coupled fluorescence intensity; higher % means a stronger effect | inhibition, % at 20 µM, or IC50 in µM where a hit was titrated
# Hep lipid drop cells 6.5 µM: further read-out of Hep lipid drop, marked with its call; cell count; measured here: cell count, cytotoxicity flag;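 cells counted across two imaged fields per well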
# Starred values were filed as active, the others as inactive; i = inactive; ? = inconclusive; . = no result given; & = joins results of further samples; [ ] = remark or other dose. Cut-off read from the data, not from the text of the source, unless noted: active = inhibition above about 50%; inactive = the rest.
# The opening two records, ahead of the listing:
SMILES,M17LAP inhibition,XIAP displacement,TNAP activators,Hep lipid drop,Hep lipid drop cells 6.5 µM,UTI89 phage lysis,human PMI inhibition,P. falciparum M1AAP,SIAH1 antagonists,PMI inhibition
COc1cccc(-c2csc(N3CCN(C(=S)Nc4ccccc4C)CC3)n2)c1,-8.8%,-3.0%,1.2,0.5,731,0.3%,1.1%,-0.5%,25.5%,-3.8%
N#CC1=C2SCN(Cc3ccco3)CN2C(=O)CC1c1ccccc1F (stereo not given),-8.3%,-5.4%,1.1,-2.4,713,i,43.7%,5.7%,-1.3%,15.0%

# The listing, previewed entries included:
SMILES,M17LAP inhibition,XIAP displacement,TNAP activators,Hep lipid drop,Hep lipid drop cells 6.5 µM,UTI89 phage lysis,human PMI inhibition,P. falciparum M1AAP,SIAH1 antagonists,PMI inhibition
COc1cccc(-c2csc(N3CCN(C(=S)Nc4ccccc4C)CC3)n2)c1,-8.8%,-3.0%,1.2,0.5,731,0.3%,1.1%,-0.5%,25.5%,-3.8%
N#CC1=C2SCN(Cc3ccco3)CN2C(=O)CC1c1ccccc1F (stereo not given),-8.3%,-5.4%,1.1,-2.4,713,i,43.7%,5.7%,-1.3%,15.0%
CN(CC(=O)Nc1ccc(Cl)cc1)CC(=O)Nc1ccc(C(N)=O)cc1,0.8%,-11.1%,0.9,36.6,721,1.0%,7.0%,2.5%,-2.0%,7.0%
CC(C(N)=O)N1C(=O)c2cccc3cccc1c23 (stereo not given),-3.5%,-2.0%,1.1,-18.6,757,2.9%,15.0%,5.8%,3.6%,13.1%
COc1ccccc1N1CCN(C(=O)CCCn2nc(C)c([N+](=O)[O-])c2C)CC1,0.6%,-5.2%,1.1,-3.2,671,-0.2%,-1.1%,-7.0%,4.5%,-7.0%
Cc1cc(OCCN2CC(C)OC(C)C2)ccc1[N+](=O)[O-] (stereo not given),14.8%,0.4%,1.2,.,.,-1.0%,0.4%,8.4%,1.2%,-5.0%
COC(=O)c1ccc(Sc2ccccc2NS(=O)(=O)c2ccc(OC)cc2)nc1,17.6%,0.5%,1.1,-8.5,668,0.9%,18.3%,5.1%,1.4%,21.2%
Cc1ccc(N/C(CSC(N)=O)=N\S(=O)(=O)c2ccc(C)cc2)cc1,63.5%,-1.0%,1.2,8.7,777,-0.2%,0.6%,-2.3%,-0.8%,-2.6%
COc1ccc(S(=O)(=O)N(C)CC(=O)N2CCN(C)CC2)cc1C,3.7%,-3.5%,1.1,-26.1,685,0.3%,0.7%,8.3%,-2.1%,0.5%
COc1ccc(N(C)C(=O)CC2(CC(=O)O)CCCCC2)cc1,45.8%,-5.4%,1,-2.0,611,0.1%,9.1%,17.5%,-3.6%,11.0%
Cc1occc1C(=O)Nc1cc(=O)n(C)c(=O)n1C,13.2%,0.3%,1.1,-2.9,735,-2.3%,10.3%,-0.7%,2.6%,4.2%
N#Cc1cc2c(nc1SCC(=O)Nc1sc3c(c1C#N)CCC3)CCCCC2,6.4%,-8.3%,1.1,-1.1,688,1.3%,2.9%,-5.1%,5.4%,-4.2%
CCc1ccc(S(=O)(=O)c2ccc(-n3nc(C)cc3N)cc2)cc1,11.3%,3.0%,1.1,-3.4,690,-0.8%,16.3%,4.0%,-2.5%,7.6%
CCN1CCN(c2cc(C)c3cc(NC(=O)c4ccncc4)ccc3n2)CC1,8.1%,-1.3%,1,.,.,0.2%,5.3%,5.5%,-2.2%,13.7%
O=C(O)CCCN1C(=O)/C(=C/c2cn(-c3ccccc3)nc2-c2cccs2)SC1=S,7.3%,-10.7%,0.8,-3.8,711,0.1%,-0.3%,11.8%,19.3%,-5.0%
COc1cc2c(cc1OC)CN(C(=O)c1ccco1)CC2,-0.7%,-3.0%,1.1,-5.8,664,0.1%,-11.8%,-14.9%,9.0%,-3.4%
C=CCn1c(SCC(C)=O)nnc1-c1cc(-c2ccccc2)sc1N,1.9%,3.6%,1.2,-36.3,751,-0.3%,-0.1%,?,3.1%,1.0%
Cc1cccc(C(=O)NNC2=CC(=O)CC(C)(C)C2)c1O,22.5%,.,.,4.8,714,0.8%,.,11.1%,1.7%,.
Cc1ccc2nc(N/C(=N/S(=O)(=O)c3ccc(F)cc3)c3ccccc3)sc2c1,7.0%,-6.5%,1,2.3,690,-0.4%,-10.1%,10.4%,0.4%,5.0%
CC(=O)N/C(=C\c1ccccc1)C(=O)OCC(=O)N(C)C1CCCCC1,7.9%,-2.0%,1,28.7,634,1.0%[50 µM],1.5%,1.1%,0.8%,-8.2%
O=C(Nc1ccc(Cl)c(C(F)(F)F)c1)N1CCCC(O)C1 (stereo not given),16.1%,-8.6%,1.1,-14.0,687,6.1%,-5.2%,-8.8%,1.4%,-5.8%
CN(c1ccc(O)cc1)c1nc(-c2cccs2)cs1,0.7%,-1.4%,1.1,-4.0,707,-0.1%,.,15.1%,4.5%,.
CC(=O)c1cc(C#N)c(SCc2ccc([N+](=O)[O-])cc2)nc1C,-6.2%,-6.2%,1,3.3,738,0.2%,2.3%,3.8%,3.7%,-3.7%
Cc1ccc(C2=Nc3ccccc3N=C(C(Cl)Cl)C2)cc1,2.2%,-8.6%,1.1,-30.1,685,0.4%,-30.6%,6.2%,1.3%,-19.4%
COc1cc(OC)c(C2SCCN2S(=O)(=O)c2ccc(F)cc2)cc1OC (stereo not given),-7.1%,-5.4%,1.1,-2.4,710,5.5%,10.6%,-3.2%,-3.9%,5.9%

# Next entries:
SMILES,M17LAP inhibition,XIAP displacement,TNAP activators,Hep lipid drop,Hep lipid drop cells 6.5 µM,UTI89 phage lysis,human PMI inhibition,P. falciparum M1AAP,SIAH1 antagonists,PMI inhibition
COC(=O)c1cc2occc2n1CC(=O)Nc1cc(OC)cc(OC)c1,-6.7%,-8.6%,1.1,.,.,0.2%,-0.3%,12.5%,5.9%,2.7%
O=C(NC1CCCC1)C(c1cccs1)N(CC1CCCO1)C(=O)Cc1cccs1 (stereo not given),12.6%,-1.4%,1.1,-23.0,673,0.2%,6.6%,10.3%,6.3%,0.1%
CCCN(CC(=O)Nc1ccc(Cl)cc1Cl)C(=O)/C=C/c1ccco1,6.2%,-1.8%,1,-8.6,646,3.9%,9.8%,2.5%,0.3%,8.3%
Cn1c(Cn2cnc3ccccc32)nc2ccccc21,-2.0%,-2.7%,1,.,.,2.7%,5.9%,0.7%,0.0%,3.7%
O=C(CSc1nc2ccc(NC(=O)C3CCCCC3)cc2s1)NCC1CCCO1 (stereo not given),3.0%,-5.7%,1,-9.0,674,-1.8%,6.4%,-5.5%,-2.3%,4.4%
CN(CCc1ccccn1)C(=O)CCC1CCCN(C(=O)c2ccsc2)C1 (stereo not given),-1.5%,-8.2%,1.1,15.3,748,-0.3%,5.5%,-0.3%,2.7%,2.4%
COC(=O)C1=C(Nc2ccc(OC)cc2)C=C(C)C(C(=O)OC)C1c1ccc(C)cc1 (stereo not given),-2.0%,-3.9%,1.1,.,.,1.5%,13.1%,-3.3%,-2.8%,25.1%
CCOc1ccccc1N(CC(=O)N/N=C(\C)c1cccc(Br)c1)S(C)(=O)=O,-7.7%,-1.3%,1.1,-30.6,649,-1.6%,-1.6%,-2.7%,0.9%,11.4%
COc1ccc(S(=O)(=O)N2CCCCC2)cc1NC(=O)CSc1ncnc2ccccc12,6.5%,-6.4%,1.1,-14.4,502,-0.4%[50 µM],16.1%,-2.0%,14.9%,8.3%
Nc1nnc(Sc2ccc(Cl)cc2[N+](=O)[O-])s1,-3.9%,-6.0%,1.1,-15.8,664,0.8%,11.4%,2.4%,-6.5%,10.0%
C=CCn1c(SCCCC)nc(O)cc1=O,9.3%&5.8%,-10.3%,1.1,-25.8,709,-1.3%&0.2%,7.4%,13.9%&3.3%,-3.2%&9.8%,4.3%
COc1ccc(-c2nsc3c(N4CCCCC4)ncnc23)cc1,5.5%,-2.5%,1.1,.,.,0.4%,17.9%,3.6%,5.4%,18.6%
Cc1ccccc1Cn1nc(C)c(NC(=O)c2ccccc2)c1C,-0.2%,-1.1%,1.1,-3.0,757,0.3%,13.3%,5.6%,12.0%,15.4%
O=C(Nc1cccn(Cc2c(Cl)cccc2Cl)c1=O)c1ccccc1Cl,8.1%,-5.8%,1.1,.,.,-0.1%,20.2%,-5.7%,0.4%,18.1%
Cc1nc(N)[nH]c(=O)c1CC(=O)OCCCl,-4.7%,.,.,-3.8,653,-0.5%[50 µM],.,0.3%,6.2%,.
Cc1nn(-c2ccc(F)cc2)c(C)c1NS(=O)(=O)c1ccc(Cl)cc1,-15.4%,-12.7%,1.1,-3.6,704,-3.1%,11.3%,6.6%,0.4%,10.0%
O=C(c1ccc2c(c1)OCO2)N(c1ccc(Cl)cc1)C1C=CS(=O)(=O)C1 (stereo not given),0.0%,-1.1%,1.1,-0.3,729,6.1%,6.8%,5.0%,5.1%,-2.3%
CCc1ccc(OCC(=O)N(C)C)c(Br)c1,9.5%,-2.5%,1.1,1.1,784,4.5%,13.4%,-0.4%,1.6%,6.6%
O=C(Cn1cccc1)N1CCN(c2ccc(F)cc2)CC1,-4.8%,-6.9%,1,.,.,1.9%,-9.1%,11.8%,3.1%,-6.6%
CC(C)c1ncc(C(O)c2ccccc2)n1C (stereo not given),1.0%,.,.,5.8,710,0.8%,.,2.3%,-2.1%,.
c1ccc(-c2nc(-c3ccccn3)nc(-c3ccccn3)n2)nc1,-2.0%,.,.,25.4,649,0.8%,.,-1.0%,-5.8%,.
Cc1ccc(Nc2ccc(C(=O)O)cc2N)cc1,11.6%,-5.8%,1,.,.,.,-6.0%,-3.2%,-2.0%,9.0%
CN1CCN(S(=O)(=O)c2ccc(NC(=O)c3csc4ccccc34)cc2)CC1,5.5%,-1.3%,1,-0.3,752,-2.6%,-4.6%,6.5%,1.2%,-13.4%
COc1ccc2ccccc2c1CN1CCN(Cc2ccccc2)CC1,7.1%,-5.7%,1,.,.,0.2%,-7.6%,8.8%,2.9%,-10.5%
CCN(CC)C(=O)c1sc(NC(=O)Cc2ccc(OC)cc2)c(C#N)c1C,-1.9%,-7.4%,1,-7.5,808,-0.2%,6.3%,-2.1%,-6.1%,5.6%
Cc1ccc2oc(=O)n(CC(=O)N3CCOCC3)c2c1,-4.2%,.,.,0.7,717,0.6%,.,4.5%,8.8%,.
COc1ccc(CCNC(=O)COc2ccc(S(=O)(=O)NCC(C)C)cc2Cl)cc1OC,3.0%,-4.0%,1.1,30.7,718,1.1%[50 µM],3.7%,7.6%,-1.3%,6.1%

# As entered above:
# O=C(c1ccc2c(c1)OCO2)N(c1ccc(Cl)cc1)C1C=CS(=O)(=O)C1 (stereo not given) – M17LAP inhibition: 0.0%
# CN1CCN(S(=O)(=O)c2ccc(NC(=O)c3csc4ccccc34)cc2)CC1 – human PMI inhibition: -4.6%
